Screening results as filed in PubChem BioAssay.
GIRK2 activator: Activates human GIRK2-containing potassium channels; P48051; HEK293 GIRK2/NPY4 cells, thallium flux fluorescence; activation (% efficacy), % for hits at 37.5 µM; 34,000 tested, under 10 active; AID 1259324;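 active means primary screen hit, no activity in plain HEK293 cells, and in GIRK2-only cells above 5% efficacy rising with concentration; inactive means the rest, including fluorescent compounds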;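 further: efficacy is normalized control-subtracted fluorescence 15 s after thallium addition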
Target sequence (P48051 whole entry, looked up): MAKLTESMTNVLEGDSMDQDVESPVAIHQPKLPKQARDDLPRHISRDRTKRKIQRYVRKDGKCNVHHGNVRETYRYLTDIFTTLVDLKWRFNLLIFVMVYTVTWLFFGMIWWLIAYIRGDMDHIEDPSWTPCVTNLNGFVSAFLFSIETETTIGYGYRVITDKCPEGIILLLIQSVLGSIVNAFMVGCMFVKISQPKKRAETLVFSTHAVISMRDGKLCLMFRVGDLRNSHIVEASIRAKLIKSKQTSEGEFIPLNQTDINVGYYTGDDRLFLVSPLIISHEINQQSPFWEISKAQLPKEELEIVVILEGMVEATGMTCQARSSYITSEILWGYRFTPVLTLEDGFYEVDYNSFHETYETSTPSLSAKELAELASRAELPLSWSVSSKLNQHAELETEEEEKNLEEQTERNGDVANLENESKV
Calls only; i = inactive. This is a subset; the hit share may differ from the screen's.

SMILES,GIRK2 activator
COc1ccc(-c2cc(CC(=O)N3CCCCC3C)no2)cc1 (configuration not stated),i
CSc1cccc(NC(=O)CSc2ncc(S(=O)(=O)c3cccs3)c(N)n2)c1,i
COc1ccc(NC(=O)NCC(O)Cc2ccccc2)cc1OC (configuration not stated),i
COc1cccc(-c2nc(C(N)=O)c3[nH]c(=O)n(-c4cccc(OC)c4)c3n2)c1,i
CC(Oc1ccccc1)C(=O)N1CCN(Cc2nnnn2-c2ccc(F)c(F)c2)CC1 (configuration not stated),i
COC(=O)c1ccc(NC(=O)CCc2c(C)nn(-c3nc(C)cc(=O)[nH]3)c2C)cc1,i
CC1CCCCN1C(=O)c1ccc(Oc2ncccn2)cc1 (configuration not stated),i
CCS(=O)(=O)NCC1COC2(CCCCC2)O1 (configuration not stated),i
O=C(Cc1cccc2ccccc12)Nn1cnc2c(cnn2-c2ccccc2)c1=O,i
COc1ccc(-c2nc3sc(CCNC(=O)NCc4ccc(Cl)cc4)c(C)n3n2)cc1,i
Cc1cc(C(=O)N2CCN(CCn3ccnc3)CC2)c(C)o1,i
CC(O)(CNC(=O)Cn1c(=O)oc2ccccc21)c1ccc2c(c1)OCO2 (configuration not stated),i
CN(C)C(CNC(=O)C(=O)Nc1ccc2c(c1)OCO2)c1ccccc1 (configuration not stated),i
O=C(Cn1cnc(-c2ccc(F)cc2)cc1=O)NCc1ccc(F)cc1,i
Cc1ccc(Cl)cc1S(=O)(=O)Nc1ccc2c(c1)N(C(=O)c1cccs1)CC2,i
CCOC(=O)C1=C(C)N=c2s/c(=C/c3cnn(C)c3C)c(=O)n2C1c1ccc(OC)cc1 (configuration not stated),i
COc1ccc(C)cc1S(=O)(=O)NCCCCN1CCOC(c2ccccc2)C1 (configuration not stated),i
O=C(CCC(=O)c1ccccc1)NC1CC(=O)N(C2CC2)C1 (configuration not stated),i
Cc1nc2sccn2c1-c1nnc(SCC(=O)N2CCN(c3ccccc3)CC2)n1C,i
COC(=O)c1sccc1S(=O)(=O)N(CC(=O)Nc1cc(C)ccc1C)c1ccc(Cl)cc1,i
COc1ccc(C(=O)NCC(C)(O)CCSC)cc1 (configuration not stated),i
CS(=O)(=O)N1CCN(C(=O)CCc2csc(NC(=O)c3ccc(F)cc3)n2)CC1,i
O=C(CCCc1ccccc1)N1CCN(c2nccn2-c2cccc(Cl)c2)CC1,i
Cc1ccc2c(c1)N(C)C(=O)c1cc(NC(=O)c3ccsc3)ccc1O2,i
COC(=O)c1ccc(N/C=C(/C#N)C(=O)NCc2ccco2)cc1,i
Cc1cc(C)c2sc(N(Cc3cccnc3)C(=O)c3nn(C)cc3C)nc2c1,i
Cc1cc(C)n(-c2cc(N3CCCC(C(=O)Nc4nccs4)C3)ncn2)n1 (configuration not stated),i
COc1ccc(-c2cn3cccnc3n2)cc1NC(=O)CCC1CCCCC1,i
COc1ccc(-c2nc3c4cnn(-c5ccccc5Cl)c4ncn3n2)cc1,i
O=C(NCCCN1CCOC(c2ccccc2)C1)C(=O)NCc1ccc2c(c1)OCO2 (configuration not stated),i

6 compounds already listed, ordered by molar mass, lowest first.
SMILES,GIRK2 activator
Cc1ccc2c(c1)N(C)C(=O)c1cc(NC(=O)c3ccsc3)ccc1O2,i
COc1cccc(-c2nc(C(N)=O)c3[nH]c(=O)n(-c4cccc(OC)c4)c3n2)c1,i
COC(=O)c1ccc(NC(=O)CCc2c(C)nn(-c3nc(C)cc(=O)[nH]3)c2C)cc1,i
COc1ccc(C)cc1S(=O)(=O)NCCCCN1CCOC(c2ccccc2)C1 (configuration not stated),i
CS(=O)(=O)N1CCN(C(=O)CCc2csc(NC(=O)c3ccc(F)cc3)n2)CC1,i
COc1ccc(-c2nc3sc(CCNC(=O)NCc4ccc(Cl)cc4)c(C)n3n2)cc1,i

Carrying on.
SMILES,GIRK2 activator
COc1ccc(NC(=O)NCCNc2ccc(Nc3cccc(C)n3)nn2)cc1,i
O=C(c1cccc(F)c1)N1CCC(Cn2cnc3ccccc32)CC1,i
O=C(Nc1ccc(CC(=O)N2CCC(O)CC2)cc1)c1cc(Cl)ccc1Cl,i
Cc1cc(C)c(C)c(Cn2c(CN(C)C(=O)c3ccco3)nc3ccccc32)c1C,i
CSc1ccccc1NC(=O)C(=O)NCC(c1cccn1C)N1CCc2ccccc2C1 (configuration not stated),i
CCCCNC(=O)c1sccc1S(=O)(=O)N1CCN(c2cc(C)ccc2C)CC1,i
COc1cccc(NC(=O)NCc2n[nH]c(=O)c3ccccc23)c1,i
CCOc1ccc(-c2noc(CSc3nc4ccccc4c(=O)n3CCCOC)n2)cc1,i
O=C(/C=C/c1ccccc1)NC1CCCC(O)C1 (configuration not stated),i
O=c1ccc(-c2ccc(Cl)cc2)nn1Cc1ccccc1,i
O=C(NCC1CCN(C(=O)Nc2ccc(F)cc2)CC1)Nc1ccccc1C(F)(F)F,i
CC12CCC(C(=O)Nc3ncc(Cl)cc3Cl)(CC1=O)C2(C)C (configuration not stated),i
CCn1c(SCC(=O)Nc2cccc(C)c2)nnc1-c1cn(C)nc1OC,i
CC(C)OCC(O)CN1CCC(Cc2ccccc2)CC1 (configuration not stated),i
Cc1nn(CCNC(=O)c2cccc(Br)c2)c(C)c1Cl,i
CNC(=O)c1cccc(-c2noc(C3CN(C(=O)/C=C/c4ccccc4)C3)n2)c1,i
CC(=O)N1CCN(C(=O)CCc2sc(C)nc2-c2cccs2)CC1,i
Cc1cc(N(C)C)nc(NCCNC(=O)Nc2cccc(Cl)c2C)n1,i
O=C(c1cccc(Br)c1)N1CCC(Cn2cnc3ccccc32)CC1,i
CC(C)(C)n1ncc2c(=O)n(NC(=O)c3ccc(S(=O)(=O)N4CCOCC4)cc3)cnc21,i
CCOc1ccc(CNC(=O)c2sc(-n3cccc3)nc2C(C)C)cc1,i
CCCCCOC(=O)Cn1c(SCC)nc2c1c(=O)[nH]c(=O)n2C,i
COc1ccc(Cl)cc1C(=O)N1CC(c2nc(-c3ccsc3)no2)C1,i
CC(C)(C)NC(=O)N1CCC(CNC(=O)CSCc2ccccc2)CC1,i
Cn1c(=O)c2c(nc(N3CCCCCC3)n2CC(N)=O)n(C)c1=O,i
Cc1ccc(NC(=O)C2Nc3cc(C(F)(F)F)ccc3S(=O)(=O)N2)cc1Cl (configuration not stated),i
O=C1CCCCN1c1cccc(NS(=O)(=O)c2ccccc2[N+](=O)[O-])c1,i
CSc1cccc(NC(=O)NCCNc2cc(-n3ccnc3C)nc(C)n2)c1,i
COc1cc2oc(=O)cc(-c3ccccc3)c2cc1CCC(=O)O,i
CCn1nc(C)cc1C(=O)Nc1nc(-c2ccccc2)c(C(C)=O)s1,i

(further entries)
SMILES,GIRK2 activator
COc1cc(OC)cc(C2=NC3(CCCC3)N=C2SCC(=O)Nc2ccccc2)c1,i
O=C(NCC1(O)CCOCC1)c1ccc(F)cc1,i
CC(=O)c1ccccc1OCC(O)CN1CCN(c2ccccn2)CC1 (configuration not stated),i
Cc1cc(CN2CCC(CNS(=O)(=O)c3ccc4c(c3)OCCO4)CC2)c(C)o1,i
COCCCNC(=O)c1ccc2c(c1)ncn2-c1ccccc1,i
CCOC(=O)Cn1c(=NC(=O)c2ccn(C)n2)sc2cccc(F)c21,i
COCCN1CCC(CNC(=O)c2cc(Cl)ccc2OC)CC1,i
Cc1ccc(-c2cc(C(=O)NC(C)C)c3c(C)nn(C4CCS(=O)(=O)C4)c3n2)cc1 (configuration not stated),i
CCOc1ccc(S(=O)(=O)NCC(O)c2cccn2C)cc1F (configuration not stated),i
COc1cccc(-c2cc(C(=O)NCc3cccnc3)c3c(C)nn(C4CCS(=O)(=O)C4)c3n2)c1 (configuration not stated),i
Cc1cc(NC(=O)Cn2cnc(-c3ccc(Cl)cc3)cc2=O)no1,i
Cc1ccc(NC(=O)Cn2cc(-c3nnc(-c4ccco4)o3)c3ccccc32)cc1Cl,i
O=C(CNC(=O)c1ccccc1)NCCS(=O)(=O)N1CCN(c2ccccn2)CC1,i
CCOC(=O)C1CCN(C(=O)c2csc(Nc3ccc(OC(F)F)cc3)n2)CC1,i
CC(=O)c1cccc(NC(=O)CSc2ccc(NC(=O)c3ccc(C)cc3)nn2)c1,i
Cc1ccc(NCCNC(=O)c2ccccc2Cl)nn1,i
CCCN1C(=O)NC2(CCN(C(=O)c3ccco3)CC2)C1=O,i
CC(C)NC(=O)C(=O)NCc1ccsc1,i
COc1ccccc1NC(=O)C(=O)NCC1(c2cccs2)CCOCC1,i
COc1ccc(OC)c(S(=O)(=O)Nc2ccc3c(c2)N(C(=O)c2ccco2)CC3)c1,i
CSc1cccc2sc(N3CCN(C(=O)c4cc(C)no4)CC3)nc12,i
COc1ccc(CC(=O)NCCNC(=O)c2ccc(NC(=O)C3CC3)cc2)cc1OC,i
COc1ccc(N2CCN(C(=O)c3cc(Cl)ccc3OC)CC2)nn1,i
CCOC(=O)Cn1c(=NC(=O)c2ccnn2CC)sc2cc(Cl)ccc21,i
COc1ccc(NC(=O)C2(c3ccc(F)cc3)CC2)cc1OC,i
Clc1ccc2c(c1)C1CC(c3cccs3)=NN1C(c1ccncc1)O2 (configuration not stated),i
Cc1cc(C)n(-c2ccc(N3CCC(C(=O)Nc4nc5c(s4)CCCC5)CC3)nn2)n1,i
NS(=O)(=O)c1ccc(CCNC(=O)c2cccc(Oc3ncccn3)c2)cc1,i
Cc1cc(NC(=O)Cn2nc(-c3ccccc3C)ccc2=O)no1,i
NCCC(O)c1ccc2c(c1)OCO2 (configuration not stated),i

6 neighbouring records from above:
SMILES,GIRK2 activator
COc1ccc(NC(=O)C2(c3ccc(F)cc3)CC2)cc1OC,i
Clc1ccc2c(c1)C1CC(c3cccs3)=NN1C(c1ccncc1)O2 (configuration not stated),i
Cc1cc(C)n(-c2ccc(N3CCC(C(=O)Nc4nc5c(s4)CCCC5)CC3)nn2)n1,i
NS(=O)(=O)c1ccc(CCNC(=O)c2cccc(Oc3ncccn3)c2)cc1,i
Cc1cc(NC(=O)Cn2nc(-c3ccccc3C)ccc2=O)no1,i
NCCC(O)c1ccc2c(c1)OCO2 (configuration not stated),i

Further structures.
| structure | GIRK2 activator |
| --- | --- |
| O=C(C1CCCN(c2ccc(-n3ccnc3)nn2)C1)N1CCN(c2ccccn2)CC1 (configuration not stated) | i |
| O=C(NCCCn1nc(-c2ccccc2)ccc1=O)C1CC1 | i |
| COc1ccc(SCCC(=O)Nc2nnc(-c3ccccc3OC)o2)cc1 | i |
| COc1ccc(-c2ccc(N3CCN(C(=O)C(F)(F)F)CC3)nn2)cc1OC | i |
| CCOC(=O)Cc1csc(NC(=O)c2cc(-c3cccs3)nn2C)n1 | i |
| Cn1c(=O)[nH]c(=O)c2c1nc(NC1CCCCC1)n2CC(=O)NC1CCCCC1 | i |
| Cn1nnc2c(SCC(=O)NCc3ccc4c(c3)OCO4)ncnc21 | i |
| Cn1c(-c2ccccn2)nn(CCNC(=O)C2(c3ccc(Cl)cc3)CCCC2)c1=O | i |
| O=C(Nc1ccc(SCC(=O)N2CCc3ccccc32)nn1)c1ccco1 | i |
| Cc1[nH]c2ccccc2c1C(=O)C(=O)N1c2ccccc2CC1C(N)=O (configuration not stated) | i |
| COc1ccc(Cl)cc1NC(=O)NCCNC(=O)c1ccc(NC(=O)C2CC2)cc1 | i |
| CC1Cc2c(NC(=O)c3cc(-c4cccs4)[nH]n3)nn(C)c2NC1=O (configuration not stated) | i |
| CC(C)N1CCC(CNC(=O)C(=O)NCc2cccs2)CC1 | i |
| COc1ccc(S(=O)(=O)CCCC(=O)Nc2nnc(Cc3cccs3)o2)cc1 | i |
| CC1CS(=O)(=O)N(c2cccc(C(=O)NC3CCCC3)c2)C1=O (configuration not stated) | i |
| Cn1nnc2c(N3CCN(C(=O)C(C)(C)Oc4ccc(Cl)cc4)CC3)ncnc21 | i |
| CCCc1cc(=O)n(CC(=O)Nc2ccccc2C(F)(F)F)cn1 | i |
| COc1ccccc1-c1c(C)nn2c(N3CCN(c4cccc(C)n4)CC3)cc(C)nc12 | i |
| O=C(Nc1nnc(CS(=O)(=O)c2ccccc2)o1)C1COc2ccccc2O1 (configuration not stated) | i |
| O=C(NCCc1ccccc1)NCC1CCN(S(=O)(=O)C2CC2)CC1 | i |
| COc1ccc(C(=O)NNC(=O)c2cccn(Cc3ccc(Cl)c(Cl)c3)c2=O)cc1 | i |
| CCOc1ccc(NC(=O)Cn2c(C)cc(C)c(S(=O)(=O)c3ccccc3)c2=O)cc1 | i |
| CCCCn1c(=O)c2c(nc3n(CC(=O)OCC)c(C)cn23)n(C)c1=O | i |
| COC(=O)c1ccccc1NC(=O)Cc1csc(Nc2ccc(Cl)cn2)n1 | i |
| COc1ccccc1OCC(=O)NCC(C)(O)CCSC (configuration not stated) | i |

(continued)
| structure | GIRK2 activator |
| --- | --- |
| CCc1nc2sc(C(c3ccc(C(F)(F)F)cc3)N3CCCC(C)C3)c(O)n2n1 (configuration not stated) | i |
| COc1ccc(NC(=O)c2csc(NS(=O)(=O)c3ccccc3)n2)cc1 | i |
| Cc1ccc(NC(=O)c2cccc(C(F)(F)F)c2)cc1N1CCCCC1=O | i |
| COC(=O)c1ccc2c(=O)n(Cc3ccc(C(=O)N4CCCCC4)cc3)c(=S)[nH]c2c1 | i |
| COc1cn(CC(=O)Nc2ccccc2C(F)(F)F)c(CSc2nnnn2C)cc1=O | i |
| CC(Sc1ncc(-c2cccc(Br)c2)o1)C(=O)NCCc1ccccc1 (configuration not stated) | i |
| O=C(CN(c1ccc(F)cc1)S(=O)(=O)c1cccnc1)NCc1ccccc1 | i |
| COc1ccc(S(=O)(=O)CC(=O)Nc2nc(-c3ccc(Cl)cc3)cs2)cc1 | i |
| CCOc1ccccc1NC(=O)CCc1csc(NC(=O)c2cccs2)n1 | i |
| O=C(C1CC1)N1CCc2ccc(NS(=O)(=O)c3cccs3)cc21 | i |
| COc1ccccc1N1CCN(S(=O)(=O)CCN2C(=O)c3ccccc3C2=O)CC1 | i |
| COc1ccc(Br)c(C(=O)Nc2ccc3c(c2)C(=O)N2CCCCC2CCO3)c1 (configuration not stated) | i |
| COC(=O)N1CCC(CNS(=O)(=O)c2ccc(OC)c(Cl)c2)CC1 | i |
| O=C(Cc1csc(-n2cccc2)n1)Nc1cccc(-c2nc3ccccc3o2)c1 | i |
